Assay outcomes: PubChem BioAssay, several laboratories
D1 allo mod: D1 CRE-luciferase signal change, two-sided – cell-based, HEK293 D1, dopamine EC30, D1 allosteric modulator project, primary screen; D(1A) dopamine receptor (Homo sapiens), P21728; dopamine EC30 potentiation; actives deviate in either direction; B-score at 10 µM; 58,000 compounds, 5.9% hits; AID 641, 2007;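 active = luminescence count or its row- and column-corrected plate score outside the 99.7% band of the plate's sample wells, on either side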
Fluor 339 460: intrinsic fluorescence of library compounds, ex339/em460 – biochemical, MLSMR library, data from DPM-DC assay, artefact control, profiling panel. compound autofluorescence, ex339/em460 nm, NADH buffer; stronger effect = higher value; 1 = no-compound wells, NADH background. 65,000 compounds, 5.5% hits. fluorescence fold increase at 10 µM. AID 709, 2007;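 active = at 10 µM, mean starting fluorescence two-fold or more over control wells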;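 note: signal is the first read of a kinetic run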
Hsp90 block: tumor Hsp90 inhibitors, primary screen, cell lysate, fluorescence polarization, NCI-N417 lysate. Heat shock protein HSP 90-alpha (Homo sapiens), P07900. Cy3B-geldanamycin FP displacement. inhibition, % at 30 µM. 64,000 compounds, 0.35% hits;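 active = inhibition above 50%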;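 note: 0% = tracer plus lysate wells and 100% = tracer alone without lysate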
HTR1A agonist: human 5-HT1a receptor agonists, primary screen, cell-based, CHO, Ga15 NFAT-bla reporter | 5-hydroxytryptamine receptor 1A (Homo sapiens), P08908 | CHO 5-HT1a Ga15 NFAT-bla reporter, FRET ratio; 0% basal, 100% maximal reference agonist | activation, % at 10 µM | 65,000 compounds, 0.56% hits | AID 567, 2006;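 active = activation above the screen-wide mean activation plus 3 SD, cut at about 19% in these data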;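 note: 0% = DMSO wells and 100% = 5-CT at EC100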
M1 antagonist: antagonists of rat M1 muscarinic receptor. B-score at 10 µM. CHO-M1 cells, Fluo-4 calcium, ACh EC80 antagonist mode; stronger effect = lower value. AID 628, 2007. 64,000 compounds, 3.4% hits;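 active = calcium fluorescence response, raw or row-and-column corrected B-score, differing from the plate sample mean either way at a set confidence level, mostly lower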
M1 ag: M1 muscarinic receptor agonists, primary screen, CHO-M1 cells, Fluo-4 calcium, agonist mode; Fluo-4 calcium fluorescence; stronger effect = higher value; Muscarinic acetylcholine receptor M1; B-score at 10 µM; AID 626, 2007; 64,000 compounds, 3% hits;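 active = fluorescence rise, raw or as B-score row- and column-corrected plate score, outside the 99.7% band of its plate's samples, either direction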
NADH coupling: inhibitors of PK/LDH coupling enzymes, profiling panel, artefact control, biochemical, MLSMR library; 65,000 compounds, 0.02% hits; IC50, µM (highest dose often 10 µM), without a hit: top-dose inhibition; coupled PK/LDH NADH assays, four targets;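 active = single-dose screening hits from any of four coupled enzyme assays that gave an IC50 when retested across doses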;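 note: the DPM-DC format reads NADH fluorescence rather than 340 nm absorbance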
Her2 expr inh: inhibitors of Her2 protein expression, primary screen, SKBR-3 cells, AlphaScreen, 66K library. 65,000 compounds, 0.69% hits. SKBR-3 HER2 protein level, 18-24 h; stronger effect = lower value. Receptor tyrosine-protein kinase erbB-2 (Homo sapiens), P04626. HER2 level % of control, % at 10 µM. AID 645, 2007;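 active = HER2 level under 5% of the carrier-only control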;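 note: 100% = DMSO carrier and 0% = 500 nM PU-H71 HSP90 inhibitor; lower value means stronger loss of Her2 protein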
Target sequence (P04626 whole entry, looked up): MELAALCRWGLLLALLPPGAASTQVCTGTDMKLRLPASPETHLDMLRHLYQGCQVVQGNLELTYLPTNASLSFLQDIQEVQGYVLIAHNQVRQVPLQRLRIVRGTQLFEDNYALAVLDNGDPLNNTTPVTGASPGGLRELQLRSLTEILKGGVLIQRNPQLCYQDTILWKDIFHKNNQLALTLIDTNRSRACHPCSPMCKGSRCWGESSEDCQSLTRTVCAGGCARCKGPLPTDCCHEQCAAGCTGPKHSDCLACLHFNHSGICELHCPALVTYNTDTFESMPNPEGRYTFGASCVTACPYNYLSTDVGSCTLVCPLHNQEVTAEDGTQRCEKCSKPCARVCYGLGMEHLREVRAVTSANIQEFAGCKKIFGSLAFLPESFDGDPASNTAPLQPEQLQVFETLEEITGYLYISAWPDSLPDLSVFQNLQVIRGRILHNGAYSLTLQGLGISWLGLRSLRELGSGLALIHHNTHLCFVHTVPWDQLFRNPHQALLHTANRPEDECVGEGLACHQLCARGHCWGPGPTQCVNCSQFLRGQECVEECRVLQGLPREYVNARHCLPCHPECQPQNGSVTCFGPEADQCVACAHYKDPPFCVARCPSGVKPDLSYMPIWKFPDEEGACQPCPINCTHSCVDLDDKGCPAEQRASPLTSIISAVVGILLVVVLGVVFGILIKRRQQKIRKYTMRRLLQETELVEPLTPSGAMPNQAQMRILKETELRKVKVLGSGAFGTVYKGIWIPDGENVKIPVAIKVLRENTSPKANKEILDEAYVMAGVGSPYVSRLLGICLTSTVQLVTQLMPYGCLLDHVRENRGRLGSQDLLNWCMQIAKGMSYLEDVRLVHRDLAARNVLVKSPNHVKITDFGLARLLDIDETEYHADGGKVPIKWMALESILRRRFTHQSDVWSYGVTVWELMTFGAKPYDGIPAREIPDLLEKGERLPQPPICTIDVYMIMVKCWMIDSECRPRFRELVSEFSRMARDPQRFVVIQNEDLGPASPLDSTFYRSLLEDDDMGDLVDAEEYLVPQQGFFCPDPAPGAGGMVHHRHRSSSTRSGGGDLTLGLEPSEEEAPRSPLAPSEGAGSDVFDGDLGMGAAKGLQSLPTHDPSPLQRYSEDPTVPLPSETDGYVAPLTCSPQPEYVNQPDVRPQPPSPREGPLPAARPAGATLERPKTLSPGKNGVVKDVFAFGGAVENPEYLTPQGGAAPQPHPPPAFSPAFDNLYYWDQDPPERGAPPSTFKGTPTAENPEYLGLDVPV
Ec RNAP inh: E. coli RNAP inhibitors, biochemical; DNA-directed RNA polymerase subunit beta (Escherichia coli (strain K12)), P0A8V2; E. coli RNA polymerase, fluorescence transcription assay; inhibition, %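 (tested at 10 µM)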; 62,000 compounds, 0.2% hits; AID 559, 2006; in the data active = inhibition above about 20%;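 note: 0% = enzyme without compound and 100% = no enzyme blank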
Numbers without * were called inactive; x = no result given.

SMILES	D1 allo mod	Fluor 339 460	Hsp90 block	HTR1A agonist	M1 antagonist	M1 ag	NADH coupling	Her2 expr inh	Ec RNAP inh
COCC(=O)N(C)C1(c2nnnn2CCOC(=O)Nc2cccc3ccccc23)CCCC1	-0.85	1.6	-7	-0.2	0.09	0.54	9%	106	0
O=C1[C@@H]2[C@H](C(=O)N1O)[C@H]1C=C[C@@H]2C1	x	1.1	-2	-0.2	0.0034	0.32	2%	81	6
CCOC(=O)c1ccccc1NC(=O)CSc1nc2c(c(=O)n(C)c(=O)n2C)n1C	0.69	1.1	-1	-4.6	0.15	0.66	1%	87	3
C=CCOC(=O)C1=C(C)NC(SCC(=O)N(CC)CC)=C(C#N)C1c1ccccc1 (centres undefined)	x	1.1	0	2.7	-2.3	1	4%	99	5
CCOC(=O)c1nnn(-c2nonc2-n2cccc2)c1CN1CCCCC1	-0.094	1.1	1	-1.8	-0.94	1.4	7%	78	3
O=C(O)c1ccc2c(c1)C(=O)N(c1ccc(Cl)cn1)C2=O	0.77	1	-3	-0.7	0.73	-0.068	4%	101	11
Cc1cc(=O)oc2c(N)c(O)ccc12	0.36	1.1	46	-3.5	-0.016	0.26	3%	96	12
Cc1ccc(Nc2nnc(SCc3cc(=O)n4ccsc4n3)s2)c(C)c1	2.6*	1.2	-11	-0.6	-0.28	-1.5	8%	89	4
O=C(CN1C(=O)CC(c2ccco2)Sc2ccccc21)NCC1CCCO1 (centres undefined)	0.35	1.1	-3	-2.0	0.0016	0.48	3%	85	-4
N#CCCSc1ccccc1NC(=O)c1ccc(S(=O)(=O)N2CCCC2)cc1	-1.7	1.1	-1	0.3	0.43	0.48	8%	67	11
CCC(=O)c1ccccc1OCCCn1cncn1	0.00053	1.1	-1	-1.5	0.45	-0.22	4%	81	8
Cc1cc(NC(=O)c2noc3c2CCCCC3)no1	-1.2	1.1	0	0.8	0.85	-1.2	4%	88	-2
Cc1ccc(N2CCN(c3ccc(C)cc3)C2c2ccccn2)cc1	x	1	0	-2.1	-0.98	0.41	5%	77	3
Cc1nc2ccccc2c2oc(C(=O)N3CCN(C4CCCCC4)CC3)cc12	-1.3	1.1	1	-1.5	-3.2*	2.4*	2%	85	-3
CCOC(=O)C1CCN(C(=O)CN(Cc2ccc(Cl)cc2)S(C)(=O)=O)CC1	-0.73	1.2	-5	-1.0	0.16	-1.1	4%	108	4

Arranged by value in Her2 expr inh (rising): 3 from the list above
| canonical_smiles | D1 allo mod | Fluor 339 460 | HTR1A agonist | M1 antagonist | M1 ag | NADH coupling | Her2 expr inh | Ec RNAP inh |
| --- | --- | --- | --- | --- | --- | --- | --- | --- |
| Cc1ccc(N2CCN(c3ccc(C)cc3)C2c2ccccn2)cc1 | x | 1 | -2.1 | -0.98 | 0.41 | 5% | 77 | 3 |
| CCOC(=O)c1ccccc1NC(=O)CSc1nc2c(c(=O)n(C)c(=O)n2C)n1C | 0.69 | 1.1 | -4.6 | 0.15 | 0.66 | 1% | 87 | 3 |
| Cc1ccc(Nc2nnc(SCc3cc(=O)n4ccsc4n3)s2)c(C)c1 | 2.6* | 1.2 | -0.6 | -0.28 | -1.5 | 8% | 89 | 4 |

Next part:
SMILES	D1 allo mod	Fluor 339 460	Hsp90 block	HTR1A agonist	M1 antagonist	M1 ag	NADH coupling	Her2 expr inh	Ec RNAP inh
N#Cc1cc2c(nc1SCc1cccnc1)CCCC2	9.6*	1.1	-4	-0.8	-0.63	-0.1	7%	107	8
CN1CCN(S(=O)(=O)c2ccc(Cc3ccc(S(=O)(=O)N4CCN(C)CC4)cc3)cc2)CC1	-3.5	1.1	-3	-2.4	-0.51	-0.47	3%	119	7
CCOC(=O)c1c(C)n(C)c2ccc(OCC(O)Cn3nc(C)c(Br)c3C)cc12 (centres undefined)	0.093	1	-5	3.5	-0.48	1.3	3%	179	x
Cc1ccc(-c2nn3c(C)nnc3s2)cc1NC(=O)c1ccco1	0.79	1.1	-5	-2.7	-0.017	-0.41	0%	71	14
O=C(NCc1ccc(Cl)cc1)C1CCCN(S(=O)(=O)c2cnc[nH]2)C1 (centres undefined)	0.38	1.1	-2	-2.7	-0.73	-1.9	5%	97	4
CCCCOC(=O)C(C)c1c(C)[nH]c(=S)[nH]c1=O (centres undefined)	-0.98	1.1	0	0.5	-0.11	0.046	3%	90	2
COCCOC(=O)C1=C(N)OC2=C(C(=O)CCC2)C1c1cccnc1 (centres undefined)	-0.19	1.1	x	-3.0	-1.3	0.0067	3%	112	1
COC(=O)C1Cc2c([nH]c3ccccc23)C(C)N1 (centres undefined)	0.17	1.1	-2	-0.4	0.31	-0.21	5%	102	0
COc1ccc(-c2nnc(CSc3nnc(-c4ccncc4)n3C3CCCCC3)o2)cc1OC	1.9	1.2	1	0.3	-0.03	0.79	5%	135	5
COC(=O)c1ccccc1NC(=O)C1COc2ccccc2O1 (centres undefined)	x	1.1	-4	-0.5	-0.067	0.5	3%	168	6
Cc1cccc(Cn2c(N(C)CCO)nc3c2c(=O)[nH]c(=O)n3C)c1	x	1.1	x	x	0.35	0.2	3%	100	6
COc1cc(C(=O)NCc2nnc(SCC(=O)Nc3cc(C)cc(C)c3)o2)cc(OC)c1OC	0.44	1.1	0	-0.1	0.37	0.16	6%	83	4
CC1CCN(CCC(=O)N2CCCc3c2c(=O)oc2ccc(O)cc32)CC1	-0.0055	1.2	4	-2.5	-2.1	-0.31	4%	95	-3
COc1cccc(Nc2nc(=O)[nH]nc2C)c1	-1.5	1	-7	-1.5	-0.32	-0.086	2%	81	7
COc1ccccc1NC(=O)CSc1nnc(CNC(=O)COc2ccc(Cl)cc2)o1	0.35	1.1	2	-3.0	-2.8*	-0.027	3%	88	0

Retrieved by compound from the list above (three):
SMILES	D1 allo mod	Fluor 339 460	Hsp90 block	HTR1A agonist	M1 antagonist	M1 ag	NADH coupling	Her2 expr inh	Ec RNAP inh
CCOC(=O)C1CCN(C(=O)CN(Cc2ccc(Cl)cc2)S(C)(=O)=O)CC1	-0.73	1.2	-5	-1.0	0.16	-1.1	4%	108	4
N#Cc1cc2c(nc1SCc1cccnc1)CCCC2	9.6*	1.1	-4	-0.8	-0.63	-0.1	7%	107	8
COCCOC(=O)C1=C(N)OC2=C(C(=O)CCC2)C1c1cccnc1 (centres undefined)	-0.19	1.1	x	-3.0	-1.3	0.0067	3%	112	1

As entered above:
Cc1cccc(Cn2c(N(C)CCO)nc3c2c(=O)[nH]c(=O)n3C)c1 in NADH coupling reads 3%
COc1cccc(Nc2nc(=O)[nH]nc2C)c1 in Ec RNAP inh reads 7
CCOC(=O)c1c(C)n(C)c2ccc(OCC(O)Cn3nc(C)c(Br)c3C)cc12 (centres undefined) in NADH coupling reads 3%
CN1CCN(S(=O)(=O)c2ccc(Cc3ccc(S(=O)(=O)N4CCN(C)CC4)cc3)cc2)CC1 in M1 antagonist reads -0.51
COc1ccccc1NC(=O)CSc1nnc(CNC(=O)COc2ccc(Cl)cc2)o1 in NADH coupling reads 3%
N#Cc1cc2c(nc1SCc1cccnc1)CCCC2 in Hsp90 block reads -4

More entries follow:
SMILES	D1 allo mod	Fluor 339 460	Hsp90 block	HTR1A agonist	M1 antagonist	M1 ag	NADH coupling	Her2 expr inh	Ec RNAP inh
Cn1c(=O)c2c(O)cc(=O)n(-c3ccccc3)c2n(C)c1=O	-0.69	1	0	1.6	-0.078	0.97	4%	80	8
CC(=O)Nc1ccc(S(=O)(=O)N2CCN(c3cccc(C)c3C)CC2)cc1	-1.3	1.1	-1	-1.4	0.71	-1.8	0%	69	6
C=CCNC(=O)c1ccncc1	0.41	1.1	-3	-0.2	1	-0.18	7%	138	2
FC(F)(F)c1cccc(OCCOCCn2cncn2)c1	1.1	1.2	-4	-1.6	-0.022	2.6	2%	91	7
Cc1cc(OCC(=O)Nc2ccc(S(=O)(=O)N3CCN(C)CC3)cc2)cc(C)c1Cl	-6.5*	1.1	-4	2.7	-1.7*	0.0092	10%	85	0
CCOC(=O)c1[nH]c(C)c(C(=O)Nc2ccc(C)c(C)c2)c1C	-0.62	0.82	-5	-2.1	-0.18	0.24	6%	75	3
CCn1cnc2c1c(=O)n(CC(=O)Nc1cc(C)on1)c(=O)n2Cc1ccccc1	0.81	0.93	-1	-2.7	-0.65	-1	1%	108	-2
CC1(C)Cc2ccccc2-c2nnc(SCC(=O)N3CCN(c4ccccc4)CC3)n21	-0.91	1.1	1	1.8	-0.5	3.3*	4%	75	3
Cc1cccc(NC(=O)Cn2cccc2)c1	0.03	1.1	0	-0.5	0.046	-0.64	3%	99	8
CCOc1ccc(S(=O)(=O)N2CCN(c3ccccc3OC)CC2)c2cccnc12	x	1.1	1	2.0	-0.52	5.2*	3%	95	4
CCC(C(=O)NCc1ccco1)n1nc(-c2ccc(OC)cc2)ccc1=O (centres undefined)	-0.14	1.6	-3	-4.7	0.079	-0.45	2%	83	5
Cc1csc(NC(=O)CSc2nnc(Cc3cccn3C)n2CCc2ccccc2)n1	0.031	1.1	-2	-0.8	-0.21	0.58	6%	75	3
COc1ccc(C2CC(C(F)(F)F)n3nc(C(=O)O)c(Cl)c3N2)cc1OC (centres undefined)	0.028	1.1	-5	-2.3	-0.23	1.3	3%	133	4
O=C(c1ccccc1)c1ccccc1C(=O)N1CCOCC1	0.22	1.1	0	-0.5	-0.7	-1.7	6%	109	-9
CN1CCN(S(=O)(=O)c2ccc(NC(=O)c3csc4ccccc34)cc2)CC1	-1.9*	1.1	0	-2.3	-0.029	0.28	3%	107	0
Cc1c(NC(=O)Nc2ccccc2Cl)sc(=S)n1C	-2.2	1.1	x	-1.9	0.1	-0.27	2%	115	5
C=CCn1c(SCC(=O)Nc2ccc3c(c2)OCO3)nnc1-c1cc(Br)ccc1O	-0.35	1.1	-1	-1.9	-0.025	1.4	1%	85	2
CC(C)n1c(N2CCN(C(=O)N3CCCCC3)CC2)nc2ccccc21	-0.22	1	-3	-1.2	-0.088	0.37	5%	115	17
Cc1cccc(OCCOCCSc2ncccn2)c1	x	1.1	-3	-1.7	-0.68	0.55	6%	76	4
Cc1onc(-c2ccccc2Cl)c1C(=O)Nc1cc(=O)n(C)c(=O)n1C	-1.1	1.1	-9	-1.7	-0.21	-0.047	4%	96	x
COc1ccc(-c2nnc(SCC(=O)N3CCCC(C)C3)o2)c(OC)c1 (centres undefined)	0.012	1.1	-3	3.7	-0.74	-0.14	5%	109	-2
O=C(O)C1C2C=CC(C2)C1C(=O)N1CCOCC1 (centres undefined)	0.52	1	1	-0.7	-1.1	-0.24	3%	97	3
CCCCNC(=O)c1c[nH]c2ccc(S(=O)(=O)Nc3ccc(OCC)cc3)cc2c1=O	0.0056	1.1	0	-2.7	0.048	-0.43	1%	55	0
CCCCCOc1ccccc1C(=O)NCC(=O)O	x	1.1	-3	0.0	0.16	0.012	5%	114	6
COc1ccc(C(N)=O)cc1NC(=O)CC(O)(C(F)(F)F)C(F)(F)F	0.0024	1.1	-5	-3.2	0.64	0.19	8%	x	9
COC(=O)c1cc2occc2n1Cc1c(F)cccc1Cl	-0.6	1.1	-1	-2.8	-0.68	-0.28	6%	77	-2
CCOC(=O)C1CCCN(c2c(N3CCC(N4CCCCC4)CC3)c(=O)c2=O)C1 (centres undefined)	-0.1	1	-4	-1.5	-0.22	0.32	5%	90	10
Cc1cnc(NC(=O)c2ccc(-c3nc4ccccc4s3)o2)s1	-0.32	1.3	x	1.4	0.042	1.6	5%	112	9
CCc1ccc(-c2nnn(Cc3nn[nH]n3)n2)cc1	-0.84	1	-1	-3.7	0.083	0.038	5%	115	9

Outcome played no part in choosing rows (roughly 16% active in at least one column).
